GLS inh – qHTS for Inhibitors of Glutaminase (GLS). Glutaminase kidney isoform, mitochondrial (Homo sapiens), O94925. GLS enzymatic activity, qHTS titration. Potency, µM (doses to about 45.5 µM), without a hit: at the top dose activity change, negative = inhibition, usual class: inhibitors. 410,000 compounds, 0.21% hits. AID 624170, 2012; note: % is set by controls: 0 for no effect and ±100 for the full control effect
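Two-point fluorescence kinetic (t0, 30 min RT) for hKGA; glutamate detected via glutamate oxidase–HRP–Amplex Red. Substrate: 1 mM L-glutamine solution; buffer 45 mM KH2PO4, pH 8.2.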
Pin1 inhibitor – qHTS Assay to Find Inhibitors of Pin1. 390,000 compounds, 0.009% hits. Pin1 FP peptide displacement, HiFluor488, 10 min. Potency, µM (top dose mostly 115 µM), without a hit: at the top dose activity, negative = inhibition, most hits filed as inhibitors. Peptidyl-prolyl cis-trans isomerase NIMA-interacting 1 (Homo sapiens), Q13526; active = well fitted inhibition curve with a large enough effect in the polarisation, with a control signal flat, not every such curve was filed as active; inconclusive = small, poorly fitted or top-dose-only effect, or effect the other way, or a change in a side signal; inactive = no such curve, though single readings can be large or run the other way; the % refers to the polarisation; note: % is set by controls: 0 for no effect and ±100 for the full control effect
JMJD2A Tudor – qHTS Assay for Inhibitors of JMJD2A-Tudor Domain | AlphaScreen JMJD2A-Tudor / H3K4me3 peptide binding | Lysine-specific demethylase 4A (Homo sapiens), O75164 | Potency, µM (series often up to 114 µM), without a hit: top-dose activity change, negative = inhibition, usual class: inhibitors | 390,000 compounds, 4.4% hits; note: % is set by controls: 0 for no effect and ±100 for the full control effect; nearly all actives have a fitted effect of over 50% in size
Pol iota inh – qHTS for Inhibitors of Polymerase Iota | Potency, µM (series often up to 115 µM), for the others: top-dose activity, negative = inhibition, most hits filed as inhibitors | Pol iota fluorescent replication assay, 10 min | AID 588590, 2011 | 390,000 compounds, 1% hits | DNA polymerase iota (Homo sapiens), Q9UNA4
Target sequence (Q9UNA4 whole entry, looked up): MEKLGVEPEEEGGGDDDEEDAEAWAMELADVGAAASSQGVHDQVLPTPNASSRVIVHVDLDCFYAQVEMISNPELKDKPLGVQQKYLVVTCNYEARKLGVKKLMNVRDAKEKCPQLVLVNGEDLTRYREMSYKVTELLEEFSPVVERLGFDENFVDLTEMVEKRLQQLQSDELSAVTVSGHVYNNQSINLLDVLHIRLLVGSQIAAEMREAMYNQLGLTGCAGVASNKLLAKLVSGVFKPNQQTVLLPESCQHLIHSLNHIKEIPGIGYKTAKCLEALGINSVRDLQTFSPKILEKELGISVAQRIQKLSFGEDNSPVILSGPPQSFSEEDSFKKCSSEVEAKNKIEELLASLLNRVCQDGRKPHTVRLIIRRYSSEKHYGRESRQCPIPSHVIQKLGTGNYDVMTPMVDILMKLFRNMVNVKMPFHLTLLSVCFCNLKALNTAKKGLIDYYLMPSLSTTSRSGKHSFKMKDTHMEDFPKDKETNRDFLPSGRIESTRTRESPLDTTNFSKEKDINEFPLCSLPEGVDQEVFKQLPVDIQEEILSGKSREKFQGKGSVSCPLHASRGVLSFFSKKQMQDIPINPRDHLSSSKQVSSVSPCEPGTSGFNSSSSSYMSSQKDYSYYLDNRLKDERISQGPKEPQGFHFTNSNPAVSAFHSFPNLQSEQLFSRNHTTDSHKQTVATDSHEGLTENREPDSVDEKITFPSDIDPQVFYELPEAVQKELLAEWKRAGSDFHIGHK
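Fluorescent replication assay read twice, at 0 min and 10 min after adding 50 nM (final) substrate. Enzyme (10 nM) and compounds were first incubated 15 min at room temperature; enzyme-free buffer wells were negative controls.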
BLM inh – qHTS Assay for Inhibitors of Bloom's syndrome helicase (BLM); recombinant BLM DNA unwinding, fluorescence dequenching; AID 2528, 2010; RecQ-like DNA helicase BLM (Homo sapiens), P54132; 350,000 compounds, 0.2% hits; Potency, µM (highest dose often 56.1 µM), inactives show at the top dose activity change, negative = inhibition, actives largely listed as inhibitors;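 note: plate controls were vehicle for no effect and no enzyme for full effect; nearly all actives have a fitted effect of over 35% in size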
HP1b chromo inh – HTS for Inhibitors of HP1-beta Chromodomain Interactions with Methylated Histone Tails; Chromobox protein homolog 1 (Homo sapiens), P83916; AlphaScreen HP1-beta / biotin-H3K9me3 peptide binding; Potency, µM (top dose mostly 114 µM), for inactives: at the highest dose activity change, negative = inhibition, usual class: inhibitors; 390,000 compounds, 0.56% hits; note: nearly all actives have a fitted effect of over 70% in size; inactives centre near 23
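Compound inhibition of the preformed complex between 50 nM HP1-beta and 50 nM biotinylated H3K9me3 peptide was read by AlphaScreen. Buffer was PBS pH 7.4 with 0.01% Tween-20. Incubations ran 30 min at room temperature, with 10 ug/mL donor/acceptor beads.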
G9a inh – qHTS Assay for Inhibitors of Histone Lysine Methyltransferase G9a; 350,000 compounds, 8.8% hits; Potency, µM (doses to about 102 µM), without a hit: top-dose activity, negative = inhibition, actives largely listed as inhibitors; Histone-lysine N-methyltransferase EHMT2 (Homo sapiens), Q96KQ7; G9a H3K9 monomethylation, AlphaScreen, 2 h; note: % is set by controls: 0 for no effect and ±100 for the full control effect; nearly all actives have a fitted effect of over 75% in size
Target sequence (Q96KQ7 913-1193 limits assumed): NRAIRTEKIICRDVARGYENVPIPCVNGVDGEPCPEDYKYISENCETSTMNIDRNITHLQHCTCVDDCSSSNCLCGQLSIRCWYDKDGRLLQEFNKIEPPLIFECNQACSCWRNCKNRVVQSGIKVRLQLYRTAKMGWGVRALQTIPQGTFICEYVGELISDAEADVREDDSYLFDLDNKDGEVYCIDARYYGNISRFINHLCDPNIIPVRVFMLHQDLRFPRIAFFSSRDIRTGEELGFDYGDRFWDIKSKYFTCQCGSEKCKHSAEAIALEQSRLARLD
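Quantitative HTS format: methyltransferase activity on a biotin-tagged H3K9 peptide is measured by AlphaScreen, using a rabbit anti-monomethyl-H3K9 antibody with streptavidin donor and anti-IgG acceptor beads. Final levels are 20 nM enzyme, 500 nM peptide, 20 uM SAM; 2 h RT.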
BAZ2B block – qHTS Assay for Inhibitors of BAZ2B. Bromodomain adjacent to zinc finger domain protein 2B (Homo sapiens), Q9UIF8. AlphaScreen BAZ2B-H3K14Ac peptide displacement. Potency, µM (top dose mostly 114 µM), for the others: at the highest dose activity change, negative = inhibition, actives largely listed as inhibitors. 360,000 compounds, 4.4% hits. AID 504333, 2011; note: % is set by controls: 0 for no effect and ±100 for the full control effect; nearly all actives have a fitted effect of over 60% in size
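Inhibition is scored as reduced AlphaScreen emission. The BAZ2B/b-H3(5-23)K14Ac complex (50 nM each) in PBS pH 7.4, 0.01% Tween-20 meets compound (up to 110 uM) for 30 min at RT before bead addition.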
Tb PGK inh – qHTS Assay to Find Inhibitors of Phosphoglycerate Kinase | PGK/GAPDH coupled, Kinase-Glo luminescence, 60 min | Potency, µM (titrated, usually from 57.5 µM), for the others: at the top dose activity change, negative = inhibition, hits mostly inhibitors | 380,000 compounds, 0.043% hits | AID 602233, 2012; note: % is set by controls: 0 for no effect and ±100 for the full control effect; nearly all actives have a fitted effect of over 60% in size
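Luminescent ATP detection (Kinase-Glo Plus) follows a 60-minute room-temperature incubation, with wells lacking PGK as controls. Buffer: 100 mM TEA (pH 7.6), 5 mM MgCl2, 0.01% Tween-20. Coupling enzyme GAPDH (100 nM final) supplies unstable 1,3-BPG in-well.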
Starred values were filed as active, the others as inactive; i = inactive; ? = inconclusive; · = not tested or not shown; & = joins results of further samples; [ ] = another dose, or the depositor's remark. Unless noted, calls come from the whole dose curve; as a rule, active = well fitted curve in the direction sought with a large enough effect; inconclusive = small, poorly fitted or top-dose-only effect, or another doubt; inactive = no such curve, though single readings can be large; an effect the other way counts as inactive or inconclusive. Potency is the fitted concentration of half-maximal effect. Some of the compounds tested, so the mix of outcomes need not match the whole.

item	Molecule	GLS inh	Pin1 inhibitor	JMJD2A Tudor	Pol iota inh	BLM inh
1	CCOC(=O)c1cc2c(=O)n3ccccc3nc2n(CC(C)C)c1=NC(=O)COc1ccc(Cl)cc1	-1%	4%	12%	19%	0%
2	CCOC(=O)N1CCN(C(=O)C(NS(=O)(=O)c2cccc3nsnc23)c2ccccc2)CC1 (stereo unspecified)	10%	3%	6%[57.1 µM]	13%	3%
3	NS(=O)(=O)c1ccc(NC(=S)NCc2cccc(Cl)c2)cc1	-6%	1%	-16%	17%	0%
4	CC(C)(CSc1nncn1/N=C/c1ccco1)NS(=O)(=O)c1ccc(Cl)cc1	9%	-4%	-9%	6%	-1%
5	Cc1ccc(C)c(C(=O)COc2ccccc2[N+](=O)[O-])c1	15%	4%	-20%	19%	3%
6	Cc1ccc(-n2c(=S)[nH]c3c(oc4ccccc43)c2=O)cc1C	-13%	-6%	0%	7%	1%
7	COc1cc2c(cc1NC(=O)C(C)Sc1nc3ccccc3n1C)oc1ccccc12 (stereo unspecified)	8%	1%	-1%	20%	-15%
8	O=C(Nc1ccccc1C1CC1)c1cccs1	1%	-1%	-12%	5%	-6%

item	HP1b chromo inh	G9a inh	BAZ2B block	Tb PGK inh
1	34%[activator]	10%[59 µM]	7%	-9%
2	10%	?	12%	-4%
3	26%	45µM*	11%	i
4	40%	14%[59 µM]	-3%	i
5	23%	3%[59 µM]	-1%	-2%
6	12%	79µM*	11%	1%
7	15%	-37%[59 µM]	-20%	-4%
8	35%	-8%[59 µM]	-1%	-1%

(more compounds)
item	Molecule	GLS inh	Pin1 inhibitor	JMJD2A Tudor	Pol iota inh	BLM inh
9	CCc1cccc(C)c1NC(=O)Cn1c(=O)cc(C)c2c(C)nn(-c3cccc(F)c3)c21	1%	-1%	-6%	-23%	-1%
10	Clc1ccccc1Cc1noc(CN2CCN3CCCC3C2)n1 (stereo unspecified)	15%	-2%	-18%	7%	-1%
11	CCN1CCN(C(=O)c2cc(S(=O)(=O)N3CC(C)CC(C)C3)ccc2Cl)CC1 (stereo unspecified)	1%	0%	-1%	11%	·
12	CCOc1cc(S(=O)(=O)n2cnc(C)c2)ccc1Cl	-1%	6%	-1%	-6%	0%
13	O=C(CCN1CCN(c2ccccc2)CC1)c1ccc(Cl)cc1	16%	0%	-22%	21%	-2%
14	COC(=O)c1sccc1-n1cccc1C(=O)C(=O)Nc1ccc(F)cc1	4%	0%	-20%	125%[activator]	-12%
15	O=C(c1cccc(S(=O)(=O)N2CCCCCC2)c1)N1CCN(c2ccccc2F)CC1	3%	1%	-15%	3%	-7%
16	CCCn1c(N)c(N(CCOC)C(=O)C2CCCC2)c(=O)[nH]c1=O	7%	1%	-2%	18%	·

item	HP1b chromo inh	G9a inh	BAZ2B block	Tb PGK inh
9	-12%	24%[59 µM]	-13%	5%
10	?	·	-11%	0%
11	33%	?	9%	2%
12	36%[activator]	-6%	?	i
13	33%	28µM*	-27%	i
14	15%	-3%	?	-7%
15	30%	-5%[12.7 µM]	-6%	-3%
16	32%[activator]	15%[2.33 µM]	3%	-2%

An excerpt taken from the entries so far:
item	Molecule	GLS inh	Pin1 inhibitor	JMJD2A Tudor	Pol iota inh	BLM inh
10	Clc1ccccc1Cc1noc(CN2CCN3CCCC3C2)n1 (stereo unspecified)	15%	-2%	-18%	7%	-1%
11	CCN1CCN(C(=O)c2cc(S(=O)(=O)N3CC(C)CC(C)C3)ccc2Cl)CC1 (stereo unspecified)	1%	0%	-1%	11%	·
12	CCOc1cc(S(=O)(=O)n2cnc(C)c2)ccc1Cl	-1%	6%	-1%	-6%	0%
13	O=C(CCN1CCN(c2ccccc2)CC1)c1ccc(Cl)cc1	16%	0%	-22%	21%	-2%

item	HP1b chromo inh	G9a inh	BAZ2B block	Tb PGK inh
10	?	·	-11%	0%
11	33%	?	9%	2%
12	36%[activator]	-6%	?	i
13	33%	28µM*	-27%	i

Other compounds:
item	Molecule	GLS inh	Pin1 inhibitor	JMJD2A Tudor	Pol iota inh	BLM inh
17	CCCCCN(C(=O)CCC(=O)OC(C)C(=O)Nc1cccc(C#N)c1)c1c(N)n(CCCC)c(=O)[nH]c1=O (stereo unspecified)	5%	5%	8%	30%	·
18	CC(C)NC(=O)CSc1nncn1-c1ccccc1	-1%	-13%	-5%	15%	2%
19	COc1ccc(OC)c(C2=NS(=O)(=O)N(C)C(C(=O)Nc3ccc(F)cc3F)=C2)c1	4%&0%	0%&10%	-6%	13%&18%	-6%&-3%
20	C=CCNC(=O)CCc1nnc(C2(c3ccc(Cl)cc3)CCC2)o1	-2%	-10%	-12%	-27%	10%
21	COC(=O)c1sc(N2C(=O)C(O)=C(C(=O)c3ccc(C)o3)C2c2cccs2)nc1C (stereo unspecified)	?	15%	?	-26%	-15%
22	COC(=O)C1=C(C)NC(=O)C1(NS(=O)(=O)c1ccc(NC(C)=O)cc1)C(F)(F)F (stereo unspecified)	3%	-8%	3%	8%[58.9 µM]	-8%
23	COc1ccc(NC(=O)CSc2nc(-c3cccs3)cc(C(F)(F)F)c2C#N)cc1	1%	?	1%	0%	-5%
24	CCC(c1nnnn1CCOC)N(Cc1cc2cc(C)c(C)cc2[nH]c1=O)CC1CCCO1 (stereo unspecified)	21%	-3%	-3%	15%	-3%

item	HP1b chromo inh	G9a inh	BAZ2B block	Tb PGK inh
17	20%	?	3%	-2%
18	40%[activator]	-4%	1%	-2%
19	-10%&27%	-13%	?	-2%
20	38%[activator]	-2%	4%	·
21	6%	10µM*	-31%	-3%
22	32%	-40%[59 µM]	7%	19%
23	33%[activator]	-4%[59 µM]	3%	-10%
24	34%[activator]	?	-2%	2%

(next part)
item	Molecule	GLS inh	Pin1 inhibitor	JMJD2A Tudor	Pol iota inh	BLM inh
25	CCCCCCn1c(SCCOC)nc2c1c(=O)[nH]c(=O)n2C	-21%	-3%	2%	18%	-2%
26	O=C(CSc1nnc(CNC(=O)c2ccccc2F)o1)NCc1ccco1	-1%	0%	-20%	?	-6%
27	C[C@@H](C(=O)N[C@H](C(=O)O)c1ccccc1)n1nnc2ccccc2c1=O	-13%	-6%	-3%	21%	1%
28	CCOC(=O)CSc1nnc(NC(=O)c2cccc(S(=O)(=O)N3CCCCCC3)c2)s1	3%	10%	-14%	13%	-3%
29	COc1ccc(N2CCN(C(=O)CNC(=O)Cn3cnc4sc(C)c(C)c4c3=O)CC2)cc1	19%	3%	-13%	?	-3%
30	COc1ccccc1OCC(=O)NCCc1nc2ccccc2[nH]1	-6%	-8%	-11%	-6%	-5%
31	COC(=O)[C@@]1(Cc2ccc(F)cc2)[C@H]2c3cc(C(=O)N(C)C)n(Cc4ccccc4)c3C[C@H]2CN1C(=O)c1ccccc1	2%	32%[activator]	?	-12%	-9%&-3%
32	CCn1c(=O)n(CC(=O)NCc2ccccc2OC)c(=O)c2ccccc21	1%	4%	-12%	25%	2%

item	HP1b chromo inh	G9a inh	BAZ2B block	Tb PGK inh
25	70%[activator]	-3%[59 µM]	8%	-5%
26	28%	-7%	-28%	-8%
27	34%	-48%[59 µM]	-2%	-10%
28	12%	-8%	-5%[57.1 µM]	-6%
29	23%	-6%	-4%	-2%
30	29%	32%[59 µM]	-9%	i
31	-15%	?	?	i
32	35%	-8%[12.7 µM]	0%	1%

Further structures follow:
item	Molecule	GLS inh	Pin1 inhibitor	JMJD2A Tudor	Pol iota inh	BLM inh
33	O=C(COC(=O)c1ccccn1)NCc1ccccc1	1%	3%	-4%	36%[activator]	3%
34	COc1ccc(NC(=O)CCc2c(C)nn(-c3ccc(N4CCCC4)nn3)c2C)cc1Cl	6%	-3%	?	4%	2%
35	COc1ccc(OCC(O)Cn2c(Nc3cccc(C)c3)nc3c2c(=O)n(C)c(=O)n3C)cc1 (stereo unspecified)	-32%	2%	6%	109%[activator]	-2%
36	COc1cc(C2c3c(-c4cc(C)ccc4O)n[nH]c3C(=O)N2Cc2ccco2)cc(OC)c1OC (stereo unspecified)	8%	2%	-27%	7%	-3%
37	CN(C(=O)COC(=O)c1ccccc1Nc1ccccc1)C1CCS(=O)(=O)C1 (stereo unspecified)	22%	-2%	-21%	-6%	1%
38	O=C(NCc1cccs1)c1ccc2c(c1)OCCO2	-3%	2%	1%	11%[58.9 µM]	-2%
39	O=C(c1ccccc1)c1c(-c2ccccc2)[nH]n(-c2ccccc2)c(=O)c1=O	16%	-8%	?	38%[activator]	·
40	CCCCOC(=O)c1sc2nc(C)cc(C)c2c1N	1%	9%	39%[activator]	37%[activator]	-8%
41	Cc1ccc(NCc2nnc(SCC(=O)Nc3ncc(C)s3)n2CC2CCCO2)c(C)c1 (stereo unspecified)	5%	1%	-18%	3%	-6%

item	HP1b chromo inh	G9a inh	BAZ2B block	Tb PGK inh
33	27%	12%[59 µM]	-6%	-5%[11.5 µM]
34	37%	2%[59 µM]	-30%	-4%
35	37%	6%	1%	-8%
36	6%	5%[59 µM]	-9%	-8%
37	12%	-19%	4%	i
38	22%	-23%	-1%	9%
39	-2%	·	·	0%
40	80%[activator]	65%[activator]	53%[activator]	8%
41	27%	9%[59 µM]	0%	8%
